aSyn yeast inh: inhibitors of alpha-synuclein toxicity in yeast; AID 652106; 370,000 compounds, 0.14% hits; Potency, µM (top dose mostly 46.1 µM), without a hit: at the highest dose growth rescue (activation), most hits filed as activators; Yeast expressing alpha-synuclein, growth rescue, BacTiter-Glo, 24 h; also: potency is read from the fitted curve at half-maximal effect; % of control where 0% means no effect; nearly all actives have a fitted effect of over 65% in size
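Readout is rescue of growth in alpha-synuclein-expressing yeast, so inhibitors of toxicity appear as activators. Growth after 24 hr at 30 deg C in galactose medium is quantified by luminescence.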
DRD3 antagonist: D3 dopamine receptor (human) antagonism | P35462 | max response, negative = inhibition, % | AID 652054 | D3R cells, DiscoveRx beta-arrestin luminescence, antagonist mode; active compounds read low | 360,000 compounds, 2.5% hits; in the data active = max response below about -50%; inconclusive = no clear call, values can overlap the other calls; also: % is scaled to controls: 0 for no effect and ±100 for the full control effect; mostly tested at two doses, the higher about 12 µM
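Cells plated overnight at 1500 cells/well, then exposed to library compounds with dopamine controls for 90 minutes at 37 degrees C. DiscoveRx reagent added for 30–60 minutes at room temperature; luminescence read, quantitative HTS format.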
FUS yeast rescue: suppressors of FUS proteinopathy in yeast; 390,000 compounds, 0.24% hits; Potency, µM (highest dose often 76.6 µM), for inactives: at the top dose growth rescue (activation), usual class: activators; S. cerevisiae FUS-expressing, growth rescue, OD600, 24 h;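 also: potency is read from the fitted curve at half-maximal effect; plate controls were DMSO vehicle for no effect and reference control for full effect; nearly all actives have a fitted effect of over 55% in size; some results filed as inactive show a strong effect at the top dose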
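Quantitative HTS measuring growth restoration of FUS-toxic yeast. Galactose-induced cells (OD 0.005) were exposed 24hr at 30C to compounds at several concentrations, then absorbance at 600 nm was recorded.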
DRD3 agonist: agonists of human D3 dopamine receptor | D3R DiscoveRx beta-arrestin cells, luminescence, 90 min | P35462 | 410,000 compounds, 0.58% hits | max activation, %; in the data active = max activation above about 30%; also: 0% is about no effect; mostly tested at two doses, the higher about 12 µM
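Cells at 1500/well, incubated overnight, then treated with pinned compounds (dopamine as control) for 90 min at 37 degrees C. DiscoveRx reagent added for 30 - 60 minutes at room temperature; luminescence read.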
TDP43 rescue: inhibitors of TDP-43 toxicity in yeast; TDP-43 expressing yeast growth rescue, BacTiter-Glo, 24 h; Potency, µM (doses to about 46.1 µM), for the others: top-dose growth rescue (activation), hits mostly activators; 410,000 compounds, 1.8% hits; AID 652104; also: potency is read from the fitted curve at half-maximal effect; % of control where 0% means no effect; nearly all actives have a fitted effect of over 50% in size
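Yeast cells expressing TDP-43 under galactose induction are exposed to compounds for 24 hr at 30 deg C. BacTiter-Glo luminescence measures growth, so protective compounds score as activators.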
Abeta rescue: compounds reversing amyloid beta toxicity in yeast. yeast expressing A-beta42, growth rescue, OD600, 48 h; response scale: 0% DMSO, 100% iron-clioquinol control. Potency, µM (series often up to 46.1 µM), without a hit: at the top dose growth rescue, most hits filed as activators. 410,000 compounds, 0.063% hits. AID 1347071; also: potency is read from the fitted curve at half-maximal effect; nearly all actives have a fitted effect of over 55% in size
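Yeast A-beta toxicity model in growth medium with pinned compounds, 48 h at 30 C; growth read as absorbance at 600 nm. Normalized to FeCl3/clioquinol equimolar mix (positive) and DMSO (negative).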
EPAC2 antag: EPAC2 (human) antagonism | 360,000 compounds, 0.18% hits | Q8WZA2 | Potency, µM (highest dose often 114 µM), inactives show at the top dose activity, negative = inhibition, most hits filed as inhibitors | EPAC2 GEF exchange of Rap1B-BODIPY-GDP, fluorescence; also: potency is read from the fitted curve at half-maximal effect; % is scaled to controls: 0 for no effect and ±100 for the full control effect; nearly all actives have a fitted effect of over 45% in size; many of its hits are not listed in these tables
Target sequence (Q8WZA2 whole entry, looked up): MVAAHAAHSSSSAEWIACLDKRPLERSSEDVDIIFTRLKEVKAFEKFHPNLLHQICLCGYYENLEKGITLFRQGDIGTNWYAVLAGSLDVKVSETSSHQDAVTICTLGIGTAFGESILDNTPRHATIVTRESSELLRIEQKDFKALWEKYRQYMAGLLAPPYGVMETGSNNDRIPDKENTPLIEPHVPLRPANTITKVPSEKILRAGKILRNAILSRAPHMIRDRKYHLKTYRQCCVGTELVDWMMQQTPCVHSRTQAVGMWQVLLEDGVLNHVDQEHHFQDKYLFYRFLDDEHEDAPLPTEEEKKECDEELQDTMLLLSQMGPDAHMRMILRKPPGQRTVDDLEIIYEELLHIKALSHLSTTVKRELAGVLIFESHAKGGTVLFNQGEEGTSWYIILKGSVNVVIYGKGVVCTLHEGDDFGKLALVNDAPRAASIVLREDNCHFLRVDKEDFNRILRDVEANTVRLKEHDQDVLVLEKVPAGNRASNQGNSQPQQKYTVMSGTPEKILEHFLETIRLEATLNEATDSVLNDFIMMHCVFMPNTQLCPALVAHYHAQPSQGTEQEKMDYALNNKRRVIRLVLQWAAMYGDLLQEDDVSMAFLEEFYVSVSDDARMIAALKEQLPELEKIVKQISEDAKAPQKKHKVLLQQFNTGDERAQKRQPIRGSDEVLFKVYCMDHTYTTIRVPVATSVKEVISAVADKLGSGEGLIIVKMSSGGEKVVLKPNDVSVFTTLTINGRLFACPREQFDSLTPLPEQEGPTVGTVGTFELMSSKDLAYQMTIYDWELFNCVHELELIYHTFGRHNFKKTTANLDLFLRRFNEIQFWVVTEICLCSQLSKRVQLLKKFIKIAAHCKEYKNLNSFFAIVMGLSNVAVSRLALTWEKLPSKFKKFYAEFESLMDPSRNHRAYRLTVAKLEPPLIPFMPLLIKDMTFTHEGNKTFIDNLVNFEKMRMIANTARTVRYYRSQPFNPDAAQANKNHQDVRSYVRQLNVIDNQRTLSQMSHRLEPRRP
EPAC2 ag: agonists of human EPAC2 (RAPGEF4); Q8WZA2; EPAC2 activation, biochemical qHTS; response scale: 100% = 6.5 mM cAMP response; Potency, µM (titrated, usually from 154 µM), inactives show top-dose activation, usual class: activators; 360,000 compounds, 0.079% hits; also: potency is read from the fitted curve at half-maximal effect; nearly all actives have a fitted effect of over 50% in size
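In this primary screen, activation is scored as increased exchange of BODIPY-GDP from Rap1B by 100 nM EPAC2, with 50 uM GDP as competitor. Signal is normalized to the 6.5 mM cAMP agonist control.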
The depositor's hits bear a star; u = inconclusive; x = not tested or not shown; [ ] = dose if it differs, or a comment. Unless noted, calls follow the shape of the dose curve; as a rule, active = well fitted curve in the direction sought with a large enough effect; inconclusive = small, poorly fitted or top-dose-only effect, or another doubt; inactive = no such curve, though single readings can be large; an effect the other way counts as inactive or inconclusive. Not all compounds are listed. The share of hits here may be higher or lower than overall.

SMILES | aSyn yeast inh | DRD3 antagonist | FUS yeast rescue | DRD3 agonist | TDP43 rescue | Abeta rescue | EPAC2 antag | EPAC2 ag
O=C(/C=C/Nc1ccccc1C(F)(F)F)c1ccco1 | 3% | 7 | -2% | -1 | u | -5% | -12% | -5%
O=C(NC(=S)Nc1ccc(Cc2ccncc2)cc1)c1ccccc1Cl | 1% | 4 | -1% | 6 | 5% | -16% | -2% | -8%
O=C(NCCOc1ccccc1)c1cc(S(=O)(=O)N2CCOCC2)ccc1F | 7% | 17 | -3% | 1 | -5% | x | 9% | -4%
O=C(NCC1(N2CCCCC2)CCCCC1)c1ccc(S(=O)(=O)N2CCCC2)cc1 | 1% | -6 | -3% | -18 | -6% | 22% | 7% | 10%
COC(=O)[C@]1(Cc2ccccc2)N[C@H](c2ccc(-c3ccccc3)cc2)[C@@H]2C(=O)N(C)C(=O)[C@@H]21 | 6% | 0 | 31% | -35 | 11% | -5% | -7% | 13%
COc1ccc(O)c(C2=Nc3ccccc3N=C(c3ccco3)C2)c1 | 1% | -22 | u | 0 | -2% | 0% | 0% | 3%
C[C@@H]1CN([C@@H](C)CO)C(=O)c2cc(-c3cccnc3)cnc2O[C@H]1CN(C)C(=O)c1cccc(F)c1 | 2% | -2 | -4% | 1 | 0% | 6% | 7% | -5%
COc1ccc(OCC(=O)Nc2ccc(OC)c(S(=O)(=O)N3CCCCC3)c2)cc1 | 12% | 9 | 20% | -6 | 15% | -6% | -5% | 8%
Cc1ccc2nc(-c3ccc(NC(=O)C(C)N4C(=O)c5ccccc5C4=O)cc3)sc2c1 (stereo unspecified) | 7% | -6 | x | -5 | -9% | -1% | -7% | -9%
CCOc1ccc(NC(=O)c2c(NC(=O)Cc3ccccc3)sc3c2CCC(C)C3)cc1 (stereo unspecified) | x | x | 0% | 8 | 13% | -21% | x | x
CCOC(=O)C1=NN(C(C)=O)C2(CC(=O)N(c3cc(C)cc(C)c3)C2=O)C1 (stereo unspecified) | 0% | 0 | 5% | 5 | -15% | -14% | -1% | -4%
O=C(CSc1ccc(-c2ccc(F)cc2)nn1)N1CCCCC1 | -3% | -20 | 26% | -14 | -27% | -22% | 12% | -3%
Cc1cc(NC(=O)CSc2nc3cc(Cl)ccc3c(=O)n2Cc2ccco2)no1 | 3% | 0 | 8% | -2 | 22% | 4% | -2% | 3%
CCOC(=O)C1=CCN(S(=O)(=O)c2ccccc2C)C1c1ccc(Cl)cc1 (stereo unspecified) | u | -9 | 22% | -5 | 0% | -4% | -10% | 4%
CCCC1=Nc2cc(C(=O)NCCOC)ccc2Sc2ccccc21 | x | x | 32% | -16 | 18% | 4% | x | x
CC(OC(=O)c1cc(=O)c2cc(Cl)ccc2o1)C(=O)N1CCCC1 (stereo unspecified) | -5% | 4 | 26% | 5 | -12% | -7% | -1% | 3%
COc1cc(/C=C/C(=O)O)cc(S(=O)(=O)Nc2cccc(S(=O)(=O)N3CCOCC3)c2)c1OC | 5% | -7 | 20% | 10 | 13% | 7% | -4% | 8%
Cc1ccc(-n2cc(C(=O)c3cc(Cl)ccc3O)cc(C#N)c2=O)cc1 | 0% | 4 | x | 3 | 14µM* | 16% | -5% | 2%
O=C(c1ccccc1[N+](=O)[O-])N1CC2C3C=CC(C3)C2C1 (stereo unspecified) | 4% | -4 | -17% | 4 | -4% | 3% | -3% | 6%
COc1c(Cl)cc(Cl)cc1/C=N/NC(=O)c1nnn(-c2nonc2N)c1CN1CCC(C)CC1 | -2% | -6 | -4% | -12 | 5% | -3% | -13% | -12%
Cc1cc(C(=O)N2CCN(c3ccc([N+](=O)[O-])cc3)CC2)no1 | -1% | -9 | x | -9 | 0% | 8% | -6% | 1%
COc1ccc(NC(=O)C(c2ccc(C)cc2)N(C)C(=O)c2ccc(=O)[nH]c2)cc1 (stereo unspecified) | 2% | 6 | -2% | 3 | 5% | 0% | 3% | 2%
CCOC(=O)CSc1nnc(CNC(=O)c2ccc(S(=O)(=O)N(C)C)cc2)n1C | -9% | 4 | -17% | 1 | 2% | -9% | -5%[57.1 µM] | 13%
CC(Oc1ccccc1)C(=O)Nc1ccccc1C(=O)OCc1cc(=O)n2nc(C(C)C)sc2n1 (stereo unspecified) | x | x | -8% | 11 | 22% | -13% | x | x
NC(=Nc1nc(-c2ccccn2)cc2ccccc12)c1ccccn1 | u | 47 | x | 5 | 3.2µM* | u | 4% | 13%

Overlap with the part before: 2 entries, then new ones.
SMILES | aSyn yeast inh | DRD3 antagonist | FUS yeast rescue | DRD3 agonist | TDP43 rescue | Abeta rescue | EPAC2 antag | EPAC2 ag
CC(Oc1ccccc1)C(=O)Nc1ccccc1C(=O)OCc1cc(=O)n2nc(C(C)C)sc2n1 (stereo unspecified) | x | x | -8% | 11 | 22% | -13% | x | x
NC(=Nc1nc(-c2ccccn2)cc2ccccc12)c1ccccn1 | u | 47 | x | 5 | 3.2µM* | u | 4% | 13%
NC(=O)c1ccc(NC(=O)CNC(=O)c2sc3ccccc3c2Cl)cc1 | -5% | 30 | 10% | -4 | 7% | 3% | u | 3%
Cc1c(C(=O)NCc2ccccc2C(F)(F)F)sc(=O)n1Cc1ccc2ccccc2c1 | 5% | 5 | u | 6 | 0% | 5% | 5% | 10%
O=C(Nc1cc(Cl)c(Cl)cc1Cl)c1cccnc1 | 2% | 3 | -13% | 1 | u | -14% | -17% | 5%
O=C(CCCNC(=O)c1ccc(Cl)cc1)Nc1ccc(Br)cc1 | 1% | -15 | 33% | -13 | -15% | -22% | -6% | 16%
CC1=C(C(=O)OCCC(C)C)C(c2ccc3c(c2)OCO3)NC(=O)N1 (stereo unspecified) | 9% | -1 | 20% | -2 | -3% | -10% | -20% | -2%
Cc1cc(C)c(C#N)c(SCC(=O)Nc2ccccc2C(N)=O)n1 | -1% | 6 | 4% | 0 | 2% | -3% | -4%[57.1 µM] | -7%
CN(CCCC(=O)Nc1ccccc1F)S(=O)(=O)c1ccc(F)cc1 | -10% | 16 | 2% | 11 | 3% | 17% | 0% | -1%
O=c1sc(Nc2ccccc2)nc2ccccc12 | -4% | 2 | 10% | 3 | 25% | -3% | 12% | 2%
COc1cc2c(cc1OC)CN(C(=O)C1CCC(=O)N(CCCN3CCOCC3)C1)CC2 (stereo unspecified) | -2% | 1 | 10% | 10 | -1% | 8% | 2% | -6%
Cc1ccc(C(C)NC(=O)c2ccc3c(c2)OCCO3)cc1C (stereo unspecified) | 1% | 2 | 9% | -1 | u | 10% | -4% | 6%
CC1CN(C(=O)CCC(=O)N2CCN(c3ccccn3)CC2)c2ccccc2O1 (stereo unspecified) | u | 14 | -26% | -1 | 7% | 19% | 12% | 2%
CCN1CCc2c(OCc3ccccc3)cccc2C1=O | 0% | 2 | 17% | -9 | 15%[9.22 µM] | -6% | -15% | 4%
CCn1c(Cc2ccccc2)nnc1SCC(=O)Nc1ccc2c(c1)OCCO2 | 5% | 18 | 14% | 35* | -5% | 16% | 5% | 0%
O=C(COC(=O)C1Cc2ccccc2CN1C(=O)c1ccccc1)Nc1ccc(SC(F)F)cc1 (stereo unspecified) | 2% | 4 | 10% | 1 | 5% | -1% | -8% | 9%
Cc1ccc(N(C)S(=O)(=O)c2cccc(C(=O)OCC(=O)N(C)Cc3ccccc3)c2)cc1 | 12% | 48 | 15% | 1 | 14% | 5% | -1% | 19%
CCOc1ccccc1NC(=O)c1cc(=O)[nH]c2ccc(S(=O)(=O)N3CCOCC3)cc12 | 0% | -11 | u | -2 | 1% | -2% | -2% | 8%
O=C(NNc1ccccn1)C(=O)NNS(=O)(=O)c1ccc(F)cc1 | -1% | 10 | 3% | 5 | 0% | -8% | -31% | -1%
COc1ccccc1N1CCN(C(=O)c2nn(-c3ccccc3OC)c(=O)c3ccccc23)CC1 | -2% | 0 | 19% | -5 | 1% | 8% | -11% | 9%
Cc1sc2ncn(CC(=O)N3CCN(c4ccc(F)cc4)CC3)c(=O)c2c1S(=O)(=O)N1CCC(C)CC1 | x | x | 6% | -2 | 3% | -12% | x | x
COc1cc(NC(=O)Nc2c(C)n(C)n(-c3ccccc3)c2=O)cc(OC)c1OC | 4% | 3 | 25% | 4 | 12% | -8% | -6% | 5%
COc1ccc(-c2noc(N3CCC(C(=O)N(C)c4ccccc4)CC3)n2)cc1 | 2% | -10 | 27% | 4 | 16µM* | -11% | -1% | 18%
Cc1ccsc1/C=c1\sc2ncnn2c1=O | -7% | -15 | 6% | 7 | -11% | 8% | 7% | 9%
CC1=Nc2ccccc2N=C(NC(=O)/C=C/C(=O)O)C1c1ccccc1 (stereo unspecified) | -7% | -8 | 8% | -5 | -5% | -22% | u | 6%
Cc1cc(NC(=O)CN2C(=O)/C(=C/c3ccc(C(C)C)cc3)SC2=S)no1 | 1% | 115 | -4% | 5 | 24% | 4% | 6% | -4%
CC(C)NS(=O)(=O)c1ccc(OCC(N)=O)c(Cl)c1 | 0% | 16 | -11% | 2 | 7% | 10% | 7% | -5%
Carrying on:
SMILES | aSyn yeast inh | DRD3 antagonist | FUS yeast rescue | DRD3 agonist | TDP43 rescue | Abeta rescue | EPAC2 antag | EPAC2 ag
COc1ccc(-c2nc(SCC(=O)NCc3ccccc3Cl)n[nH]2)cc1 | x | x | 19% | -1 | 0% | -10% | x | x
COC(=O)c1c(C)[nH]c(C(=O)OCC(=O)NC(C)(C)C)c1C | -4% | -7 | -9% | -2 | -4% | -21% | -1% | 1%
O=C(COC(=O)Cc1ccc(Br)cc1)NCC1CCCO1 (stereo unspecified) | -2% | -3 | x | 0 | 0% | -21% | -5% | 13%
COc1ccc(/C=N\NC(=O)c2cc(OCC(F)(F)F)ccc2OCC(F)(F)F)cc1 | 4% | 2 | -4% | 6 | 0% | -30% | 14% | -5%
Cn1c(=O)c2c(nc(N3CCOCC3)n2CCNC2=NCCC2)n(C)c1=O | -1% | 0 | 17% | -6 | -11% | -13% | -1%[57.1 µM] | 4%
COc1ccccc1C1C(C(=O)c2ccco2)=C(O)C(=O)N1c1cc(C)on1 (stereo unspecified) | 3% | 16 | x | 27 | -6% | 1% | 6% | -4%
Cc1ccc(N(CC(=O)NC2CCCCC2)C(=O)c2ccc(C)s2)cc1 | 1% | 11 | 18% | -6 | -2% | 11% | -11% | 3%
COc1ccc(C(=O)NNc2ncnc3c2cnn3-c2ccccc2)cc1 | x | x | -28% | 3 | u | -3% | x | x

Screens deposited in PubChem BioAssay by National Center for Advancing Translational Sciences (NCATS).
